Compound activity from PubChem.
BCLXL inh = blocks human Bcl-xL binding to Bim BH3 peptide | Q07817 | GST-Bcl-xL / FITC-Bim BH3 peptide fluorescence polarization | inhibition, % at 10.9 µM | 320,000 tested, 0.7% active | AID 2129;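 active = inhibition above the mean of all tested compounds plus 3 SD, cutoff set per campaign, cut at about 30% in these data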;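 also: 0% = DMSO wells and 100% = unlabeled Bim-BH3 peptide competitor; inhibitors lower millipolarization by displacing the labeled peptide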
Target sequence (Q07817 whole entry, looked up): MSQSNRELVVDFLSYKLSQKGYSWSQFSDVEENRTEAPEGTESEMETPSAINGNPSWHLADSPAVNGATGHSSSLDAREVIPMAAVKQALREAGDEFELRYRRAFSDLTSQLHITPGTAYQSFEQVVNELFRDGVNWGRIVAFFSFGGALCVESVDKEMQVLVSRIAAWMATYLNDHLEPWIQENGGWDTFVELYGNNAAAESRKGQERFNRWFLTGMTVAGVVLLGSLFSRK
Yeast superoxide = caloric restriction mimetics inhibiting age-related superoxide in yeast; superoxide response (% of plate mean), % at 10 µM; 330,000 tested, 0.18% active; S. cerevisiae aged cells, superoxide DHE fluorescence; stronger effect = lower value;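 active = superoxide response under a set limit, about three screen SD below normal, cut at about 65% in these data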;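 also: yeast aged for seven days with compound at 30 °C before DHE staining; 100% = average MFI of all compound-treated wells on the plate with controls excluded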
MEX-5 binding = C. elegans MEX-5 TCR-2 RNA binding activity | MEX-5/FITC-TCR2 RNA binding, fluorescence polarization; stronger effect = lower value | 300,000 tested, 0.38% active | activity score (negative = inhibition of binding), % at 10 µM | Q9XUB2;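 active = inhibition past about -25% in most replicates, and total fluorescence under double the plate's negative control median, limit read from the data; inconclusive = replicates evenly split on the limit, or fluorescence at least double controls; inactive = too little inhibition in most replicates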;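 also: 0% = DMSO and -100% = 5 µM competing unlabeled TCR2 RNA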
AGP1 TOR yeast = modulators of TOR pathway AGP1-GFP in S. cerevisiae; S. cerevisiae AGP1-GFP multiplex flow cytometry, 3 h; GFP as percent of DMSO wells; GFP response vs DMSO, % at 10 µM; 320,000 tested, 0.02% active;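 active = GFP response relative to DMSO above a set limit, near screen average plus 3 SD, cut at about 150% in these data; inconclusive = fewer than 70 cells counted for the yeast strain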;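 also: median GFP channel fluorescence of the gated AGP1 strain per well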
MCL1-BIM inh = disrupts human MCL1 binding to BIM-BH3 peptide | 320,000 tested, 0.68% active | inhibition, % at 10.9 µM | GST-MCL1 / FITC-Bim-BH3 fluorescence polarization | AID 2057 | Q07820;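 active = inhibition above the mean inhibition of all tested compounds plus 3 SD, set per campaign, cut at about 40% in these data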;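 also: 0% = DMSO wells and 100% = unlabeled Bim-BH3 peptide control; higher means more loss of mP so more displacement of Bim peptide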
Target sequence (Q07820 whole entry, looked up): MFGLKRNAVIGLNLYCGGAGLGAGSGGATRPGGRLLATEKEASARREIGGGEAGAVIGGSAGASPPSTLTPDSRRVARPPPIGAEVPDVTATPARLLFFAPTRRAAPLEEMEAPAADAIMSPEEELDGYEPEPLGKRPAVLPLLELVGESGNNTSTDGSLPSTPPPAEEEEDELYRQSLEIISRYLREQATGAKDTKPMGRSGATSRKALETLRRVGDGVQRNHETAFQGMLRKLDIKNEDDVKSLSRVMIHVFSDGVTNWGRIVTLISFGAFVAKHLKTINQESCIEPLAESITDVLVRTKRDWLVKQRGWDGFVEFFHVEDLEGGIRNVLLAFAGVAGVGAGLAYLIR
CIT2-GFP yeast = yeast TOR pathway CIT2-GFP modulation; S. cerevisiae CIT2-GFP strain, flow cytometry, 3 h; 100 means same as DMSO wells; 320,000 tested, 0.065% active; GFP response vs DMSO, % at 10 µM;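 active = GFP response relative to DMSO above a set limit, near the screen mean plus 3 SD, cut at about 150% in these data; inconclusive = Fewer than 70 cells measured for a yeast strain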;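 also: ratio of well median GFP fluorescence to mean of DMSO wells on the plate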
GLD-1 RNA inh = GLD-1-TGE RNA interaction inhibition (C. elegans); Q17339; purified GLD-1 + fluorescein TGE RNA, fluorescence polarization; inhibition, % at 5.96 µM; 320,000 tested, 0.44% active; AID 2280;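 active = percent inhibition above a per-plate cutoff, the plate mean of test compounds plus 3 SD, cut at about 30% in these data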;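 also: 0% = DMSO wells with GLD-1 and probe and 100% = wells lacking GLD-1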
Target sequence (Q17339 whole entry, looked up): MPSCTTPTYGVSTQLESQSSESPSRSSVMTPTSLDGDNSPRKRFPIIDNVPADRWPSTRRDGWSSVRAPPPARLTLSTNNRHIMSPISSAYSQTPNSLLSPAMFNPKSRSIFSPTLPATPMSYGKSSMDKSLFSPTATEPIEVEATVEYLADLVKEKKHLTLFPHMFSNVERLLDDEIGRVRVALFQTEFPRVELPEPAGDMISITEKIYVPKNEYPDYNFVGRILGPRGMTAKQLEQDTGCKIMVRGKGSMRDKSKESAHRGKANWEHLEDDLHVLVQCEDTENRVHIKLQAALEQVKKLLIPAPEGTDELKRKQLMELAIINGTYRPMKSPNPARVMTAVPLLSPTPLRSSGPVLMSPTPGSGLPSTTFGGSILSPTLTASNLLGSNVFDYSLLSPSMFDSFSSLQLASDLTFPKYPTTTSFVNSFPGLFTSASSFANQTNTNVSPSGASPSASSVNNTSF
VLA-4 inh = inhibition in a human VLA-4 binding assay; inhibition, % (about 7 µM as worked out from the volumes in the protocol); VLA-4 expressing cells, ligand binding flow cytometry; 330,000 tested, 0.2% active; P13612; in the data active = inhibition above about 50%
GRK2 aptamer HTS = inhibitors of human GRK2 displacing RNA aptamer; bead flow cytometry, FAM-aptamer displacement from GRK2; inhibition of aptamer binding, % at 10 µM; 330,000 tested, 0.59% active; AID 488847;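 active = inhibition of aptamer binding above 40%, roughly 3 SD of noise, on plates passing a quality check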;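 also: median bead fluorescence of bound FAM aptamer so fluorescent compounds give negative values; no value below 0 was filed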
Active calls of the source: *; i = inactive; u = inconclusive; x = no result given. Random draw from the library. About 2.1% of those tested had a hit in this group.

SMILES | BCLXL inh | Yeast superoxide | MEX-5 binding | AGP1 TOR yeast | MCL1-BIM inh | CIT2-GFP yeast | GLD-1 RNA inh | VLA-4 inh | GRK2 aptamer HTS
COc1cc(-c2ccccc2)nc2ccccc12 | 2 | 109 | 0.7 | 94 | 5 | 87 | 1 | 13 | 0
O=C(N/N=C/c1cccc([N+](=O)[O-])c1)c1nc2ccccc2c(=O)[nH]1 | 4 | 91 | 1.6 | 113 | -1 | 119 | 7 | 19 | 1
O=C(Cn1sc2ccccc2c1=O)N1CCN(C(=O)c2ccco2)CC1 | 6 | 91 | 0.0 | 104 | -1 | 101 | -5 | -14 | 1
COc1ccc(Cc2nnc(SCC(=O)NC3CCCC3)o2)cc1 | 6 | 93 | 1.5 | 95 | 6 | 92 | -3 | -2 | 0
Cc1cc(S(=O)(=O)N2CCCOC2CNC(=O)C(=O)NCc2ccco2)ccc1F (stereo not given) | 4 | 86 | 1.8 | 84 | -3 | 82 | 5 | 26 | 2
O=C(COC(=O)C1CCC1)Nc1cccc(S(=O)(=O)N2CCOCC2)c1 | -8 | 116 | 0.7 | 98 | -25 | 99 | 2 | 17 | 0
CC1CC(C)CN(C(=O)Nc2ccccc2F)C1 (stereo not given) | 3 | 106 | -0.9 | 102 | 1 | 98 | -2 | -4 | 0
COc1ccc(CNc2ncnc3sccc23)cc1OC | 1 | 87 | 0.6 | 98 | -7 | 92 | 1 | 7 | 0
COc1ccc(CCNC(=S)NNC(=O)c2c(Br)c(C)nn2C)cc1OC | x | 106 | -5.8 | 87 | x | 93 | x | 7 | 1
CC(Oc1ccc(Cl)cc1Cl)C(=O)NCCN1CCOCC1 (stereo not given) | 2 | 102 | -3.5 | 103 | -3 | 101 | 4 | -12 | 2
CC12C(=O)N(c3cccc(OC(=O)c4ccco4)c3)C(=O)C1C1c3ccccc3C2c2ccccc21 (stereo not given) | -3 | 93 | -1.1 | 95 | -6 | 90 | 8 | -18 | 0
CCn1c(=O)c(C(=O)CN(C)CC(=O)Nc2cccc(F)c2)c(N)n(Cc2ccccc2)c1=O | x | 91 | x | 101 | x | 92 | -6 | 24 | 0
Cc1[nH]c2ccccc2c1C(=O)C(=O)N1CCOCC1 | 3 | 94 | 3.1 | 110 | 7 | 103 | 3 | 7 | 3
COc1ccc(N(C(C)C(=O)N/N=C/c2ccc(OC(C)C)cc2)S(C)(=O)=O)cc1 (stereo not given) | 5 | 92 | 0.8 | 99 | 0 | 105 | 1 | 3 | 3
CCOc1ccccc1NC(=O)c1ccc2c(c1)C(=O)N(CC1CCCO1)C2=O (stereo not given) | 3 | 97 | -0.6 | 100 | -1 | 101 | 7 | -1 | 0
Cc1ccn(CC(=O)N2CCCC(C(=O)c3cccc4ccccc34)C2)n1 (stereo not given) | 0 | 114 | -0.2 | 115 | -9 | 108 | 9 | 0 | 0
O=C(N/N=C/c1ccc(O)c(O)c1)c1cccc(S(=O)(=O)N2CCCC2)c1 | 7 | 108 | -4.4 | 110 | 21 | 112 | 0 | -1 | 2
CC(C)Oc1ccc(C(CC(=O)O)NC(=O)C2CCCCC2)cc1 (stereo not given) | 1 | 107 | 4.9 | 103 | -3 | 98 | -2 | -6 | 1
N#Cc1ccc(Cl)cc1NC(=O)CNCc1cccs1 | 1 | 63* | 2.3 | 88 | -5 | 97 | -5 | 4 | 8
O=C(NC1CCCCC1)C1CC(=O)N(Cc2ccccc2)C1 (stereo not given) | 2 | 90 | 2.0 | 92 | 0 | 88 | 3 | 17 | 0
COc1ccccc1NC(=S)N/N=C/c1ccc(O)cc1 | 1 | 103 | 1.0 | 100 | -1 | 107 | 2 | 7 | 1
CC(=O)Nc1ccc(NC(=S)NC(=O)c2ccc(-c3ccccc3)cc2)cc1 | 3 | 89 | 1.3 | 98 | 4 | 97 | 8 | -19 | 1
Cc1cc(CNC(=O)COc2c(F)c(F)cc(F)c2F)c2ccccc2n1 | -1 | 115 | -0.7 | 99 | 4 | 107 | 3 | 5 | 3
COCCN(CCOC)Cc1c(O)ccc2c1O/C(=C\c1ccc(C)o1)C2=O | 34* | 117 | u | 95 | 24 | 90 | -4 | 0 | 0
Cc1ccc2[nH]c(=O)c(CN(CCCO)S(=O)(=O)c3c(C)ccc4nsnc34)cc2c1 | 6 | 99 | 0.5 | 112 | 3 | 106 | -1 | 4 | 0
Cc1ccc(C(=O)N2CCN(c3ccc(N4CCOCC4)nn3)CC2)cc1 | 5 | 103 | -5.7 | 109 | 2 | 99 | -5 | 6 | 0
CC1CCN(C(=O)c2ccccc2NS(=O)(=O)c2ccccc2)CC1 | 5 | 128 | -2.9 | 98 | -4 | 89 | 11 | -11 | 1
CC1=NN(C(=O)c2ccc(Cn3nc(C)c([N+](=O)[O-])c3C)cc2)C(O)(C(F)(F)F)C1 (stereo not given) | 6 | 125 | 0.4 | 115 | 1 | 110 | 3 | 23 | 0
Cn1c(SCC(=O)Nc2sc3c(c2C#N)CCC3)nnc1C1COc2ccccc2O1 (stereo not given) | -2 | 98 | -1.2 | 94 | -6 | 104 | 5 | -5 | 3
COCc1cc(C)nc(SCc2ccccc2)c1C#N | 4 | 110 | -0.7 | 96 | -3 | 101 | -3 | 17 | 0
COc1ccc(CNS(=O)(=O)c2ccc(-n3cccn3)cc2)cc1 | 7 | 88 | -1.2 | 95 | 6 | 101 | 9 | -1 | 4
CCOC(=O)c1ccccc1NC(=O)c1c(N)n(C)c(=O)[nH]c1=O | -1 | 101 | 0.7 | 87 | 2 | 86 | 3 | 23 | 1
COc1ccccc1-c1ccc(=O)n(CC(=O)NCc2ccc3c(c2)OCO3)n1 | 7 | 66 | -1.3 | 101 | 1 | 107 | 6 | 1 | 0
CCc1cc2ccc(OC)cc2nc1SCC(=O)N1CCN(C(=O)c2ccco2)CC1 | 4 | 100 | 1.0 | 97 | 8 | 99 | -1 | 5 | 0
O=C(c1ccco1)N1CCN(CC(=O)N2CCCc3c2c(=O)oc2ccc(O)cc32)CC1 | 2 | 105 | 0.6 | 104 | 6 | 99 | 6 | 4 | 2
N#C/C(=C\C1=C(N2CCOCC2)C(=C/c2cccc([N+](=O)[O-])c2)/CC1)C(=O)Nc1ccccc1F | 8 | 97 | x | 94 | 5 | 92 | -3 | i | 0
COc1cccc(N2CC(=O)N(NC(=O)c3sc4nc(C)cc(C)c4c3N)CC2=O)c1 | 9 | 116 | -1.4 | 120 | 5 | 104 | 1 | 0 | 1
Cc1nn(-c2ccccc2)c2[nH]c(=O)c(CNc3ccc4c(c3)OCCO4)cc12 | 8 | 86 | -3.7 | 99 | 3 | 93 | -4 | 9 | 0
O=C(NC(=S)N1CCCCCC1)c1ccccc1 | x | 101 | 0.5 | 90 | x | 98 | x | 16 | 2
O=C(NCC1CCS(=O)(=O)C1)Oc1ccccc1 (stereo not given) | -1 | 101 | 0.7 | 102 | -2 | 98 | 7 | 10 | 4
CCOC(=O)N1CCN(C(=O)c2ccc(CNS(=O)(=O)c3ccc(C)cc3)cc2)CC1 | 3 | 99 | 0.0 | x | 6 | 98 | -4 | -8 | 0
CCN(CC)CCNC(=O)C1c2ccccc2C(=O)N(C)C1c1cn(C)c2ccccc12 (stereo not given) | 3 | 96 | 1.4 | 103 | 10 | 108 | -6 | 8 | 2
CCCc1nnc(NC(=O)CCC(=O)N2CCN(Cc3ccc(Cl)cc3)CC2)s1 | 1 | 83 | 0.7 | 108 | 3 | 111 | 2 | 6 | 2
O=C(/C=C/c1ccnc2ccccc12)c1cccs1 | 4 | 91 | -0.6 | 112 | 11 | 80 | -1 | 18 | 0
O=C(Nc1ccc(F)c(F)c1)C1CCCN(S(=O)(=O)c2cnc[nH]2)C1 (stereo not given) | 0 | 88 | -0.3 | 104 | -2 | 100 | 0 | 29 | 3
Cc1ccccc1/C=C1\C(=O)Nc2ccc(F)cc21 | 2 | 106 | -1.4 | 92 | 3 | 97 | 0 | 6 | 1
COc1cc(C(=O)Oc2ccccc2/C=N/NC(=O)c2ccc(Cl)cc2Cl)cc(OC)c1OC | 1 | 99 | -0.5 | 98 | 3 | 102 | 8 | 10 | 0
COc1ccc(-c2csc(NC(=O)c3cc(C)oc3C)n2)cc1OC | -1 | 116 | 3.5 | 98 | -11 | 99 | -2 | -2 | 0
Cc1cc(N)c(C)c([N+](=O)[O-])c1C | 3 | 120 | 1.2 | 102 | 1 | 103 | 1 | 17 | 0
CCOc1ccccc1-n1c(SCC(=O)NC2CCCC2)nnc1-c1ccoc1C | 2 | 83 | 0.6 | 106 | -3 | 106 | -1 | 15 | 0
(list continues)
SMILES | BCLXL inh | Yeast superoxide | MEX-5 binding | AGP1 TOR yeast | MCL1-BIM inh | CIT2-GFP yeast | GLD-1 RNA inh | VLA-4 inh | GRK2 aptamer HTS
Cc1cccc(C)c1N1CCN(c2cc(Cl)nc(N)n2)CC1 | -7 | 101 | 0.8 | 94 | -13 | 92 | 9 | -16 | 1
CS(=O)(=O)N(CCc1ccccc1)CC(=O)NCc1ccccn1 | 3 | 95 | 3.0 | 100 | 1 | 94 | -3 | 0 | 2
CC(=O)c1ccc(N2C(=NC(=O)CCC3CCCC3)SC3CS(=O)(=O)CC32)cc1 (stereo not given) | 2 | 85 | -0.9 | 103 | 6 | 99 | 3 | 11 | 1
N#CC(C(=O)c1ccc(S(=O)(=O)N2CCCCCC2)cc1)c1nc2ccccc2[nH]1 (stereo not given) | 0 | 111 | -1.7 | 94 | -1 | 93 | 8 | 5 | 0
CCn1c(SCC(=O)NCCc2ccccc2)nc2sc3c(c2c1=O)CCN(C)C3 | 12 | 115 | x | 90 | 19 | 87 | 9 | -1 | 1
O=C(OCn1nnc2ccccc2c1=O)c1ccc2ncsc2c1 | 5 | 92 | 0.7 | 102 | 13 | 92 | 1 | -2 | 3
COc1ccc(S(=O)(=O)N2CCN(C(=O)c3cc4c(s3)CCC4)CC2)cc1 | x | 119 | x | 97 | x | 100 | 3 | -6 | 82*
CC1Sc2ccc(S(=O)(=O)N(C)Cc3ccccc3)cc2NC1=O (stereo not given) | 1 | 98 | 0.8 | 101 | -5 | 103 | 2 | -21 | 0
CN1C(C(=O)Nc2ccc(F)cc2F)=CC(c2cccs2)=NS1(=O)=O | 3 | 82 | 2.7 | 107 | 4 | 109 | 10 | -17 | 2
O=C(NCCc1ccccc1Cl)C1CCC(=O)N(Cc2cccc(C(F)(F)F)c2)C1 (stereo not given) | -1 | 83 | 1.9 | 102 | -3 | 103 | 5 | -4 | 2
Cc1ccc(-c2cc(C(=O)O)n[nH]2)s1 | 0 | 100 | 0.2 | 98 | -5 | 98 | -1 | 11 | 1
Cc1cc(C)n(-c2nc3ccccc3c(=O)n2OCC(C)C)n1 | 4 | 98 | 1.4 | 96 | -9 | 97 | 8 | 2 | 3

Single values from above.
In Yeast superoxide, COc1ccc(S(=O)(=O)N2CCN(C(=O)c3cc4c(s3)CCC4)CC2)cc1 shows 119
In GLD-1 RNA inh, CCn1c(SCC(=O)NCCc2ccccc2)nc2sc3c(c2c1=O)CCN(C)C3 shows 9
